ADAM10 inh: ADAM10 inhibition, QFRET primary screen; recombinant ADAM10, EDANS/DABCYL FRET peptide cleavage, 3 h; inhibition, % at 7 µM; O14672; 370,000 compounds, 0.62% hits;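 active = inhibition above a per-campaign cutoff equal to the mean of compounds falling between control-based bounds plus 3 SD, cut at about 20% in these data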;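 also: 0% = DMSO wells while the 100% control is not disclosed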
NPR1 activator: GC-A (human) enzyme activation; activation, % at 10 µM; HEK293 GC-A cells, cGMP TR-FRET, EC30 ANP; 0% at EC30 ANP, 100% saturating ANP; P16066; 370,000 compounds, 0.14% hits; in the data active = activation above about 40%
hcDAF-12 act: H. contortus DAF-12 activation, primary screen; HEK293 hcDAF-12 lit1-tk-luc reporter, luminescence; 0% DMSO, 100% Δ7-dafachronic acid; activation, % at 6.8 µM; 370,000 compounds, 1.4% hits;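 active = activation above the mean of all tested compounds plus 3 SD, cut at about 5.5% in these data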;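 also: 100% = response to 3 µM Δ7-dafachronic acid high control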
GAA850 FXN act: activators of GAA850 frataxin (FXN) promoter; 360,000 compounds, 0.56% hits; activation, % at 6 µM; AID 540364; HEK293 lucGAA850 FXN promoter luciferase reporter, 24 h; percent of 10 µM SAHA response;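 active = activation above the average of all compounds screened plus 3 SD, cutoff fixed separately per campaign, cut at about 7.5% in these data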;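 also: 0% = DMSO wells and 100% = 10 µM SAHA wells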
ssDAF12 agonist: S. stercoralis DAF-12 activation, primary screen. activation, % at 6.8 µM. HEK293 ssDAF-12/GRIP1 lit1-tk-luc reporter, luminescence; % of 3 µM dafachronic acid response. 370,000 compounds, 1% hits;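 active = activation above the mean over all tested compounds plus 3 SD, cut at about 0.9% in these data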;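 also: 0% = DMSO-only wells and 100% = 3 µM delta7-dafachronic acid wells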
ADAM17 inh: inhibits human ADAM17. recombinant ADAM17, EDANS/DABCYL FRET peptide cleavage. inhibition, % at 6.95 µM. 370,000 compounds, 0.83% hits. P78536;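 active = inhibition above the mean of compounds lying between control limits plus 3 SD, set per campaign, cut at about 8.5% in these data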;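 also: 0% = DMSO-only wells as the low control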
Target sequence (P78536 215-824 limits assumed): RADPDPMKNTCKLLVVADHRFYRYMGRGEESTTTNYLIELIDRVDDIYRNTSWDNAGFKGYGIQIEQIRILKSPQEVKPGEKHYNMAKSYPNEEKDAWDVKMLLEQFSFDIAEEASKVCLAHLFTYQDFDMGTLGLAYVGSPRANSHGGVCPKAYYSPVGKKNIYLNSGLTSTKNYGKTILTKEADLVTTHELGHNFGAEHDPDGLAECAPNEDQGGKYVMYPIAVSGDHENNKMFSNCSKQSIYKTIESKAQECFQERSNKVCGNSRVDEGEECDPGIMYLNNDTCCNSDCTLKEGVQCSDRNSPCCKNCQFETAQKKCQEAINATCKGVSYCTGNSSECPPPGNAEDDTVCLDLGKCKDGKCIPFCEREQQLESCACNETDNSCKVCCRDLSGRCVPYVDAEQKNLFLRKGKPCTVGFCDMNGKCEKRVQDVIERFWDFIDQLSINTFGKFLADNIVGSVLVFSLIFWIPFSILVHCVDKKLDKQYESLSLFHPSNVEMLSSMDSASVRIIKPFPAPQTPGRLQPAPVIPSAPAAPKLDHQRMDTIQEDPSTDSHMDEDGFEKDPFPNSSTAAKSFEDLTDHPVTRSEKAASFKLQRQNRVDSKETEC
DAX1 inh-1: inhibits human nuclear receptor DAX1. P51843. HEK293 Gal4-DAX1 luciferase reporter, luminescence. inhibition, % at 6.75 µM. 340,000 compounds, 0.99% hits. AID 504766;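 active = inhibition above the mean over all tested compounds plus 3 SD, cut at about 4.2% in these data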;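 also: 0% = DAX1-transfected cells with DMSO and 100% = empty-vector control cells with DMSO; inhibition shows as a rise in luminescence from relieved DAX1 repression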
Target sequence (P51843 207-470 limits assumed): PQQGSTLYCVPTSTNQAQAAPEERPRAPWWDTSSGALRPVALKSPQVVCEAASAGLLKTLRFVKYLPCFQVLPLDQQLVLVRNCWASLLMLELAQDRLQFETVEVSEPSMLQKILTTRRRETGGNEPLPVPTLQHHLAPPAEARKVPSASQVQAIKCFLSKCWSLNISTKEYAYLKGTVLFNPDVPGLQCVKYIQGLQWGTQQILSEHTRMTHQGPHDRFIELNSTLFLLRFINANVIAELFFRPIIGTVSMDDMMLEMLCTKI
DAX1 inh-2: blocks DAX1 repression of SF-1 activated StAR promoter. 370,000 compounds, 1.1% hits. AID 652010. inhibition, % at 6.8 µM. HEK293T StAR-luciferase reporter, SF-1/DAX-1 repression relief;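 active = inhibition above the mean over all tested compounds plus 3 SD, cut at about 3.6% in these data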;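 also: 0% = DAX-1 cells with DMSO and 100% = cells lacking DAX-1 with DMSO; higher inhibition means more luminescence from relief of DAX-1 repression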
hgDAF12 agonist: hgDAF-12 agonism, primary luciferase screen; HEK293 GAL4-hgDAF12 UAS-luciferase reporter, agonist luminescence; normalized to butyrate control; activation, % at 6.8 µM; 370,000 compounds, 1.8% hits; AID 687014;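 active = activation above a cutoff set at the mean of all screened compounds plus 3 SD, cut at about 10% in these data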;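 also: 0% = DMSO wells and 100% = sodium butyrate wells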
SMARCA2 act: activators of SMARCA2 function; 370,000 compounds, 1% hits; MG213 cells, MMTV-luciferase reporter, dexamethasone, overnight; activation, % at 9.1 µM; in the data active = activation above about 7.8%;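 also: 0% = vehicle wells and 100% = reference activator wells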
PG9 binder: binds the HIV-1 gp120 antibody PG9. TR-FRET gp120-PG9 antibody binding. inhibition, % at 6.7 µM. 360,000 compounds, 0.43% hits. AID 624416; in the data active = inhibition above about 8.5%
Active calls of the source: *; i = inactive; . = no result given.

SMILES	ADAM10 inh	NPR1 activator	hcDAF-12 act	GAA850 FXN act	ssDAF12 agonist	ADAM17 inh	DAX1 inh-1	DAX1 inh-2	hgDAF12 agonist	SMARCA2 act	PG9 binder
O=C(NC1CCCCCCC1)C1CCN(S(=O)(=O)N2CCC3(CC2)OCCO3)CC1	5	-1	0.0	3.3	-1.6	2	0.2	0.2	-3.2	-2	-0.7
O=C(NCC(=O)N1CCN(C(c2ccccc2)c2ccccc2)CC1)c1ccccc1F	4	-2	-1.6	0.7	-1.0	2	-1.0	-0.3	-2.0	1	-0.7
CCCc1cc(C(=O)Nc2cccc(Cl)c2C)no1	-9	0	1.2	5.6	-0.5	3	-0.8	0.9	9.0	1	0.3
CCCCNC(=O)CCn1c(=O)c2cccn2c2ccc(F)cc21	-16	-7	-3.2	0.3	-2.1	-4	-0.9	0.2	-3.0	-2	-0.2
O=C(Nc1nc2ccc(S(=O)(=O)N3CCOCC3)cc2s1)c1cccs1	-1	-1	1.0	5.1	-1.2	-5	-1.1	0.4	3.2	6	-1.4
COc1cc(O)c(C(CC(=O)N2CCCC2)c2ccc(N(C)C)cc2)c(OC)c1 (centres undefined)	-2	2	-0.3	-3.4	-1.5	-1	-0.7	-0.4	-2.1	1	-3.1
Cc1cc(C(=O)COc2ccc(Br)cc2F)c(C)n1C1CC1	-12	6	-2.6	3.6	-1.0	-3	0.0	-0.3	0.4	-2	0.8
CCOC(=O)c1cccnc1NC(=O)c1ccccc1	-7	-2	-0.5	2.1	-0.9	0	-0.9	-0.5	1.6	0	-1.3
Cc1[nH]c(C)c(S(=O)(=O)N2CCCCC2)c1C(=O)N1CCCC1	-18	2	-0.2	-1.3	-1.4	-4	0.6	-0.5	1.0	-2	-0.2
COC(=O)c1ccc(-c2cc(CC3(C(=O)OC)CCN(C(=O)OC(C)(C)C)CC3)on2)cc1	9	0	0.8	-1.0	-0.6	-1	0.4	-0.5	-1.0	-1	-1.2
COc1ccc(OC)c(NC(=O)NNS(=O)(=O)c2ccc(C)cc2C)c1	6	-13	-2.1	-1.0	-1.1	2	0.2	-0.7	0.0	-3	-2.4
Cc1ccc(Cn2cc(CN3CC=CS3(=O)=O)nn2)cc1	-1	2	-0.6	.	-0.7	-7	.	-0.1	6.2	0	.
CCCCNC(=O)C(NC(=O)c1ccc2ccccc2c1)C(=O)c1ccccc1 (centres undefined)	-8	2	-0.7	.	-0.7	-2	.	-0.3	2.2	0	-0.2
O=C(Cn1cccc1C(=O)c1ccccc1)NCc1ccc2c(c1)OCO2	-7	-3	-1.0	-1.6	-1.2	2	0.5	0.1	0.8	2	-0.7
CCCCOc1ccc(C(=O)Nc2ccc3c(c2)OCO3)cc1	4	2	2.3	3.2	-1.1	-3	2.0	1.2	1.5	7	1.3
O=C(CCn1c(=O)sc2ccccc21)Nc1nc2ccccc2s1	5	0	-2.4	2.1	-1.6	3	-0.4	0.4	-2.5	-3	0.3
O=C(NC(c1ccccc1)c1ccccc1)C1CCCO1 (centres undefined)	4	-2	-0.6	-0.1	-1.2	2	-0.2	0.4	2.2	-3	1.2
Cc1cc(C)c(OCCN2C(=O)NC(C)(C)C2=O)c(Cl)c1	-7	-1	-1.0	0.6	-1.4	-2	0.9	0.3	-0.3	0	1.1
Cc1ccc(C(=O)NCC(=O)OC(C)C(=O)Nc2ccccc2[N+](=O)[O-])s1 (centres undefined)	-12	2	-0.2	0.5	-1.2	-2	0.8	3.6*	2.8	-1	-1.0
COC(=O)CCC1NC(=O)C(Cc2c[nH]c3ccccc23)NC(=O)C2CC(=O)OC(C)C(NC(=O)C(C)NC(=O)C3CCCN3C(=O)C3CCCN3C(=O)C(C)NC(C)=O)C(=O)NC(CC(C)C)C(=O)NC(CCCCNC(=O)CCC(C(=O)NC(Cc3ccc(O)cc3)C(=O)O)NC1=O)C(=O)NC(Cc1c[nH]c3ccccc13)C(=O)N1CCCC1C(=O)NC(CO)C(=O)N2 (centres undefined)	-9	1	-2.5	.	-1.6	-1	.	-4.1	1.2	-6	.
CN(CC(=O)Nc1cccc(F)c1)C(=O)c1cc(S(=O)(=O)N2CCCCC2)ccc1N1CCOCC1	7	2	-0.9	-1.3	-0.8	3	-1.1	-1.2	2.5	1	0.7
COc1cc(-c2nnc(-c3ccccc3)o2)cc(OC)c1OC	-28	5	-2.2	1.1	-1.6	-11	-0.6	-1.5	0.2	-5	0.7
COc1cc(CN2CCNC(=O)C2CC(=O)NCCc2ncccc2C)cc(OC)c1 (centres undefined)	-8	0	-1.2	1.6	-0.8	-1	4.0	0.0	-1.1	0	-1.2
CCOc1ccc(CCN2C(=S)N([C@@H](Cc3ccc(O)cc3)CN3CCC[C@@H]3CN3C(=S)NC[C@@H]3CC(C)C)C[C@@H]2CC(C)C)cc1	4	1	-1.3	.	-0.9	3	.	-1.0	2.4	2	-1.2
O=C(Nc1ccccc1N1CCCCC1)c1ccc(-c2cccc(Cl)c2)o1	0	-6	7.4*	1.6	-0.6	-2	-2.1	-0.2	1.9	2	-3.5
N#Cc1cc2ccccc2nc1N	i	2	2.0	1.7	-0.8	-243	0.3	0.2	1.0	5	-0.4
Cc1ccc2nc(SCC(=O)N3CCN(c4ccccc4)CC3)[nH]c2c1	-2	-6	-1.3	-0.4	-0.9	-1	1.2	-0.1	0.8	-3	-1.3
CC1(C)C(=O)OC(/C=C/c2cccc([N+](=O)[O-])c2)C(C)(C)C1=O (centres undefined)	5	-2	0.3	1.8	-1.1	-1	2.5	0.5	1.1	-2	1.1
COc1ccc(C(=O)NC(=S)N(CCC(C)C)c2c(N)n(Cc3ccccc3)c(=O)[nH]c2=O)cc1	3	-5	-1.5	0.8	-0.9	1	0.4	0.1	1.9	-1	-2.0
COc1ccc(CCNC(=O)c2ccc([N+](=O)[O-])cc2Cl)cc1OC	-1	2	-2.3	1.2	-2.0	-6	3.0	-0.7	0.7	-4	-1.0
CC(C)(C)S(=O)N1Cc2cc(C(=O)N3CCc4ccccc4C3)nc(-c3cccc(-c4ccncc4)c3)c2[C@H]1CCO (some centres undefined)	-10	4	-0.8	.	-1.1	0	.	-0.8	-1.3	-2	0.1
CCc1ccc2[nH]c(=O)c(CN(CCN3CCCC3)C(=O)NC3CCCCC3)cc2c1	-38	0	0.4	-1.0	-0.3	-14	1.0	1.5	-0.3	-1	0.1
Cc1ccc(-c2csc3ncn(CC(=O)O)c(=O)c23)cc1C	-1	4	0.2	0.8	-0.4	1	-2.0	-0.7	-1.0	2	-0.7
Cc1cc(C)c(S(=O)(=O)NCc2cccnc2)c(C)c1	4	1	-3.4	-0.9	-1.4	-1	0.5	-0.4	-2.5	-3	-1.1
Cc1onc(-c2ccccc2Cl)c1C(=O)NNC(=O)c1ccccc1F	3	3	0.2	-0.3	-1.2	-1	-0.2	0.0	-0.9	2	-1.4
O=C(c1cccs1)N(Cc1ccco1)C1CCS(=O)(=O)C1 (centres undefined)	-1	0	-0.8	6.9	-1.9	-5	1.0	-0.1	0.3	-2	0.3
Nc1ncnc2c1nc(SCCO)n2Cc1ccccc1	-12	4	-0.1	-0.4	-2.0	-5	-1.8	-1.2	0.8	-6	2.4
CCOC(=O)c1[nH]c(C)c(C(=O)NC2CCN(C(=O)OCC)CC2)c1C	-1	1	-1.9	-0.7	-1.0	-5	0.4	0.2	-2.6	-2	1.6
c1ccc(CNc2ncnc3sccc23)cc1	-4	-2	-3.7	-0.7	-1.4	-4	-3.6	-1.2	-3.8	-3	1.1
COc1ccc(NC(=S)N/N=C2\CC(C)(C)Oc3ccc(OC)cc32)cc1	4	1	-1.5	-0.2	-1.1	1	-1.2	0.5	2.1	-4	-3.5
CCN(CC)C(=O)CSc1nnc(-c2ccc(S(=O)(=O)N3CCOCC3)cc2)n1C	5	2	2.3	0.5	-0.5	-1	-0.3	0.5	0.0	5	-2.1
CCCCN1C(C(=O)Nc2cc(C)on2)=C(O)c2ccccc2S1(=O)=O	-2	-1	-0.3	-0.2	-0.6	-10	0.7	-0.1	1.9	-4	1.1
CC(=O)NCCNC(=O)C1(C)Cc2c(-c3cccc(NC(C)=O)c3)ccnc2O1 (centres undefined)	-19	-1	-1.3	-0.9	-0.9	-4	.	-0.6	4.1	4	-3.8
O=C(CN1CCC(NC(=O)Nc2ccccc2-c2ccccc2)CC1)NCc1ccco1	7	0	-0.9	1.9	-1.1	-1	2.5	0.4	-1.2	-2	0.5
O=C(Nc1ccccc1N1CCN(C(=O)c2ccccc2)CC1)c1ccc2c(c1)OCO2	6	-5	-2.4	-3.0	-1.5	-1	-0.3	-0.7	-2.6	1	0.2

A few values from the entries so far.
ADAM17 inh result of O=C(CN1CCC(NC(=O)Nc2ccccc2-c2ccccc2)CC1)NCc1ccco1 : -1
ADAM17 inh result of CCOC(=O)c1[nH]c(C)c(C(=O)NC2CCN(C(=O)OCC)CC2)c1C : -5

Remaining list, next part
SMILES	ADAM10 inh	NPR1 activator	hcDAF-12 act	GAA850 FXN act	ssDAF12 agonist	ADAM17 inh	DAX1 inh-1	DAX1 inh-2	hgDAF12 agonist	SMARCA2 act	PG9 binder
CCCCCCNc1ccc(C(=O)OCC)cc1	-2	2	4.0	.	0.1	3	.	1.8	8.6	1	-1.2
Cc1ccc(S(=O)(=O)/N=C(/Nc2cccc(O)c2)c2ccccc2)cc1	2	-2	-2.3	1.0	-1.1	0	-2.5	-0.6	-0.9	-3	-0.1
COc1cc(/C=N/Nc2ccccc2)ccc1OC(=O)c1cccs1	11	2	1.2	.	-1.0	0	.	0.4	-0.5	9.7*	-0.6
CC(C)(C)NC(=O)CN(CCN1CCOCC1)C(=O)CNS(=O)(=O)c1ccccc1	0	0	-0.1	0.9	-0.7	-2	0.1	0.4	0.3	-3	-0.2
CCOc1ccc(Cl)cc1S(=O)(=O)N1CCC(C(=O)NC2CC2)CC1	13	2	-0.2	-2.1	-1.2	-1	0.3	0.6	-0.7	-2	-1.4
O=C(CSCc1ccc(Cl)cc1Cl)Nc1c[nH]c(=O)[nH]c1=O	4	-9	2.4	-0.2	-1.2	-1	-1.7	-0.2	-1.0	0	1.1
COc1ccc(-c2nn(-c3ccccc3)cc2C=O)cc1[N+](=O)[O-]	8	1	-1.2	1.2	-1.2	-2	-0.7	0.2	-1.0	3	1.1
COc1ccc(C2C=C(c3ccccc3)Nc3ncnn32)cc1 (centres undefined)	i	4	-2.4	0.9	-1.8	-415	0.8	-0.1	-0.6	1	2.6
COc1cc(/C=N/NC(=O)NC23CC4CC(CC(C4)C2)C3)ccc1OCC(N)=O	2	2	-3.4	-1.3	-1.9	-5	-1.8	-1.0	-7.0	-2	0.8
CCOc1ccc(NC(=S)N2CCC(C(=O)c3ccc(OC)cc3)CC2)cc1	-6	1	-1.8	-1.0	-0.8	-6	-0.2	0.0	0.9	-3	-0.7
C=C1[C@@H](CCO)N(S(=O)(=O)C(C)(C)C)C[C@@H]1C	-3	1	0.4	-2.1	-0.7	0	-0.1	0.5	-0.1	-6	-0.6
Cc1ccc(Nc2n[nH]c(=S)s2)cc1C	4	2	3.3	2.1	-0.7	-1	3.1	3.8*	18*	8	-1.6

Screening data from PubChem.

Rows are unselected (roughly 6.8% active in at least one column).
